# Screening results from PubChem.
# PDI turbidity: PDI (human) enzyme inhibition; AID 588391; P07237; actives 0.052% (n = 350,000); PDI insulin aggregation turbidity, A650, 90 min; inhibition, % at 10 µM;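 active means mean inhibition across replicates of 30% or more, whatever share of single replicates reach that level; inconclusive means mean inhibition below 30% while every single replicate reaches 30%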;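 further: absorbance from insulin aggregation driven by PDI reduction with DTT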
# Target sequence (P07237 whole entry, looked up): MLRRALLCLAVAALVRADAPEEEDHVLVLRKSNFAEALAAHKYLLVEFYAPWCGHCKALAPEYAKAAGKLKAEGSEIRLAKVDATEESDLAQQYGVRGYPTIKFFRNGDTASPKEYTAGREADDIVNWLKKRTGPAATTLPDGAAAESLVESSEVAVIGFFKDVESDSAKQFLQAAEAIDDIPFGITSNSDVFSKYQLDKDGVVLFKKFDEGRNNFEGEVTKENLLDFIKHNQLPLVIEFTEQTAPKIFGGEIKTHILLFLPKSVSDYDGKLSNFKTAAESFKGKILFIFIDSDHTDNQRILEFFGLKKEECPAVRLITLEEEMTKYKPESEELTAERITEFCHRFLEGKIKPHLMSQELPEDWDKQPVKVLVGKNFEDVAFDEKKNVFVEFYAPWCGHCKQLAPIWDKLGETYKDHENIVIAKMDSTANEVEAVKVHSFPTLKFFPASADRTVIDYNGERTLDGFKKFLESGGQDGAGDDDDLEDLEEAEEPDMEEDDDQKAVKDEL
# HTR2A ag: activates the mouse 5-HT2A serotonin receptor | P35363 | CHO-K1 mHTR2A beta-arrestin complementation, luminescence; percent of 30 µM serotonin response | activation, % at 7.6 µM | actives 0.66% (n = 360,000) | AID 624169;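 active means activation above a run cutoff, the mean activation of all tested compounds plus 3 SD, cut at about 14% in these data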;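 further: 0% = plate median of compound wells and 100% = 30 µM serotonin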
# Target sequence (P35363 whole entry, looked up): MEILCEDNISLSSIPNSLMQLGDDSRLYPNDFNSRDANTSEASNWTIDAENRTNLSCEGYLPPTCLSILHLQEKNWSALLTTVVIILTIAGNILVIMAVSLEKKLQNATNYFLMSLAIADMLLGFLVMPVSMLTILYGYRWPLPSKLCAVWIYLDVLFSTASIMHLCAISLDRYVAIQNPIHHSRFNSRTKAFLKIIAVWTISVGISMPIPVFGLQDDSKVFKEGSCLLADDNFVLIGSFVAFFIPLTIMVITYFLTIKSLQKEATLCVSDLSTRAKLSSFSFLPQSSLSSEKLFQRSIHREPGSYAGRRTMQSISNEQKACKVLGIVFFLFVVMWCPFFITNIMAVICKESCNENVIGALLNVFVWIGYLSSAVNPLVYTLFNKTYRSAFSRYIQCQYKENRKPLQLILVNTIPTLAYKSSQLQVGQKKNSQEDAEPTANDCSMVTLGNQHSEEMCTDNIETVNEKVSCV
# ABCB6 inh MLPCN: inhibitors of human ABC transporter ABCB6; fluorescence ratio to DMSO, % at 10 µM; K562-ABCB6 porphyrin accumulation, flow cytometry, 1 h; hits give low values; AID 602162; actives 0.19% (n = 360,000);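 active means fluorescence ratio to DMSO below 75%, the collection mean minus 3 SD; inconclusive means too few cells collected in the well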;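 further: signal is porphyrin accumulated inside mitochondria; 100% equals median channel fluorescence of DMSO control wells; lower ratio means ABCB6 inhibition with less porphyrin fluorescence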
# Glyco luc inh: blocks N-linked glycosylation in D54 reporter cells; D54 ERlucT glycosylation luciferase reporter, 24 h; percent of 100 nM tunicamycin response; reporter increase, % at 12.5 µM; actives 0.23% (n = 360,000); AID 588692;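 active means mean luciferase reporter signal, scaled so untreated is 0 and the glycosylation-blocking control 100, at or above a set limit in every replicate; inconclusive means mean reaches the limit but not every replicate does; inactive means mean below the limit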;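 further: luciferase carries N-glycosylation sites so blocking glycosylation raises the light; 0% = median of neutral control wells and 100% = median of 100 nM tunicamycin wells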
# MC4R antag cAMP: human MC4R antagonism in cAMP assay. actives 0.48% (n = 360,000). inhibition, % at 6.5 µM. MC4R-expressing cells, MTII-stimulated cAMP, LANCE TR-FRET. AID 540295. P32245;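 active means inhibition above its plate's cutoff, the mean of tested wells on that plate plus 3 SD, cut at about 29% in these data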;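 further: 0% = Melanotan II alone and 100% = Melanotan II plus saturating MCL0020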
#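 System – human MC4R-expressing U2OS cells · Also added – Melanotan II · Dosing – one concentration, 6.5 µM nominal · Timing – 30-min compound, 1-h challenge, 1-h detection, room temperature · Measured by – Eu-cAMP/anti-cAMP TR-FRET, emission 671 nm · Replicates – singlicate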
# Cardio protect: modulators protecting cardiomyocytes from myocardial damage; H9c2 cardiomyocytes, H2O2 injury protection, ATPLite, 2 h; protection from H2O2 cell death, % at 20 µM; actives 0.63% (n = 360,000);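 active means compounds giving at least 50% protection of heart cells from peroxide-induced death in the single-dose screen, raw or plate-pattern-corrected value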;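 further: 0% = DMSO wells with peroxide and 100% = DMSO wells without peroxide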
# CaV13 FRET inh: Primary screen for inhibitors of IQ motif and Ca2+-dependent inactivation inhibitor domain binding in CACNA1D, Förster resonance energy transfer in living cells, …. HEK cells, CFP/YFP FRET ICDI-IQ, plate reader, 10 min; percent FRET-ratio fall versus neutral wells. inhibition, % at 12.3 µM. actives 0.098% (n = 340,000);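 active means mean replicate inhibition of at least 30% and at least 1% of replicates passing that level; inconclusive means only one of the two criteria is met; inactive means neither criterion is met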;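 further: 0% = median of the neutral control wells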
# aDG glyco act: increases alpha dystroglycan glycosylation; actives 0.22% (n = 360,000); Pro5-aDG cells, alpha-DG glycosylation AlphaScreen (IIH6); 0% Pro5, 100% B10-LARGE cell signal; activation, % at 10 µM;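 active means activation of at least 8% versus controls, or a plate z-score of at least 8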;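 further: Pro5 are CHO cells carrying HIG-tagged alpha-DG that lacks glycosylation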
# Vif imaging: HIV Vif inhibition. actives 0.35% (n = 340,000). inhibition, % at 7.49 µM. HEK293T cells, Vif self-association by quenched fluorescence, imaging, 24 h; in the data active means inhibition above about 50%, passing the limit was not always enough; inconclusive means no clear call, values can overlap the other calls; inactive means below about 31%; further: some results filed as inactive read as strong as hits
# MC4R barr agon: activates human MC4R beta-arrestin recruitment. AID 540308. P32245. U2OS MC4R beta-arrestin complementation, luminescence; percent of melanotan II response, DMSO zero. activation, % at 8.9 µM. actives 0.98% (n = 360,000);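 active means activation above a per-plate cutoff, the mean activation of sample wells on that plate plus 3 SD, cut at about 8% in these data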
# The depositor's hits bear a star; ? = inconclusive; nt = not tested or not shown. Not all compounds are listed; the hit share may differ from the screen's.
SMILES,PDI turbidity,HTR2A ag,ABCB6 inh MLPCN,Glyco luc inh,MC4R antag cAMP,Cardio protect,CaV13 FRET inh,aDG glyco act,Vif imaging,MC4R barr agon
O=C(N/N=C/c1c(O)n(Cc2ccc(F)cc2)c(=O)[nH]c1=O)c1ccccc1,9,-4,96,-1,-3,10,-5,0.0,8,-1.9
OC(C#CCN1CCOCC1)(c1ccccc1)C1CCCC1 (centres undefined),-19,-8,100,1,3,-1,-5,0.0,5,0.6
CN(C)C(=O)Oc1noc2cc(Cl)ccc12,-1,3,99,-2,-2,4,-3,1.9,-1,0.4
C#C[C@]1(O)CC[C@H]2[C@@H]3[C@H](O)C[C@H]4C[C@@H](O)CC[C@]4(C)[C@H]3CC[C@@]21C,6,2,105,1,2,-3,-10,-0.3,1,0.8
CC(=O)OC1N=C(c2ccccc2Cl)c2cc(Br)ccc2NC1=O (centres undefined),-5,-2,100,-4,4,0,-12,-0.1,3,-1.8
O=C1NCN(c2ccccc2)C12CCN(C(c1cc3ccccc3o1)c1nnnn1C1CCCC1)CC2 (centres undefined),nt,-2,93,-4,nt,-5,-6,-0.1,-1,nt
CCCCn1c(O)c(/C(C)=N/NC(=O)Nc2ccccc2)c(=O)[nH]c1=O,3,2,100,1,9,1,-5,0.0,9,0.3
O=c1cccc2n1CC1CC2CN(Cc2ccc3c(c2)OCO3)C1 (centres undefined),3,-2,101,1,21,-1,-5,0.1,-11,0.6
COc1ccc(OC)c([C@@H](O)[C@H](C)NC(C)(C)C)c1,3,7,110,-1,5,3,-5,-0.1,13,-1.3
CN(C)C1(c2nnnn2CCOC(=O)Nc2ccc(Cl)cc2)CCCCC1,-8,8,107,-6,4,-8,nt,0.2,-12,2.7
COc1ccc2c(c1)c(C(=O)O)c(C)n2CC(C)C,-1,3,103,0,16,5,-7,0.2,-5,1.2
CC1=Nc2ccccc2/C1=C/c1c(O)n(C)c(=O)[nH]c1=O,8,3,106,5,-10,18,-2,0.0,-7,-0.8
c1ccc(CN2Cc3ccccc3-n3nncc3C2)nc1,-11,-2,101,2,9,5,nt,0.0,3,1.2
CSCCC(N=Cc1c(O)n(-c2ccc(Br)cc2)c(=O)[nH]c1=O)C(=O)OC(C)(C)C (centres undefined),-5,2,103,0,19,-2,-4,0.1,0,1.1
C[C@H]1CC2C3CC=C4C[C@@H](O)CC[C@]4(C)C3CC[C@]2(C)[C@H]1O (some centres undefined),7,1,97,1,-1,-3,-9,-0.1,-4,-1.5
Cc1ccc(N2C(=O)NC(=O)/C(=C\c3cnc(-c4ccccc4)nc3)C2=O)cc1,6,6,96,2,-3,2,-14,-0.1,12,-1.4
O=C1CN=C(c2ccc[nH]2)c2cc(Cl)ccc2N1,-6,3,96,-3,12,-3,-3,0.2,2,-0.6
COC(=O)C1C2c3ccccc3C(c3ccccc32)C1(C)C(=O)OC (centres undefined),3,10,94,-3,7,0,-5,-0.2,?,-1.5
CN1CCN(/N=C/c2c(O)n(Cc3ccc(F)cc3)c(=O)[nH]c2=O)CC1,-4,-2,103,2,2,4,-6,-0.1,-1,-1.9
O=C(Cc1ccccc1)Oc1ccccc1N1C(=O)CCC1=O,2,6,94,3,4,9,-4,-0.1,-1,-0.2

# Whole records from above.
# Results for COc1ccc(OC)c([C@@H](O)[C@H](C)NC(C)(C)C)c1 : PDI turbidity: 3; HTR2A ag: 7; ABCB6 inh MLPCN: 110; Glyco luc inh: -1; MC4R antag cAMP: 5; Cardio protect: 3; CaV13 FRET inh: -5; aDG glyco act: -0.1; Vif imaging: 13; MC4R barr agon: -1.3
# Results for O=C(N/N=C/c1c(O)n(Cc2ccc(F)cc2)c(=O)[nH]c1=O)c1ccccc1 : PDI turbidity: 9; HTR2A ag: -4; ABCB6 inh MLPCN: 96; Glyco luc inh: -1; MC4R antag cAMP: -3; Cardio protect: 10; CaV13 FRET inh: -5; aDG glyco act: 0.0; Vif imaging: 8; MC4R barr agon: -1.9

# (continued)
SMILES,PDI turbidity,HTR2A ag,ABCB6 inh MLPCN,Glyco luc inh,MC4R antag cAMP,Cardio protect,CaV13 FRET inh,aDG glyco act,Vif imaging,MC4R barr agon
C[C@H](N)CN1CCc2ccc(Br)cc21,5,49*,97,1,1,6,-6,0.1,-4,-0.3
CN1CCN(c2ccc(C(N)=O)cc2N)CC1,-5,-3,91,1,6,-6,-5,0.0,nt,-0.8
O=c1[nH]c(=O)n(CCC2=CCCCC2)c(O)c1/C=N/N1CCOCC1,1,7,90,1,4,3,-5,0.0,11,-0.4
COc1ccc(C(=O)C23CN4CN(CN(C4)C2)C3)cc1,-1,6,102,2,5,-4,-19,0.0,-4,-1.3
COc1cccc(CN2CCNCC2)c1OC,-2,-4,90,2,1,11,-20,0.1,-1,-0.8
C/C(=N\N1CCN(C)CC1)c1c(O)[nH]c(=O)[nH]c1=O,11,-2,101,-2,12,1,-6,0.0,-3,-2.1
COc1ccc(NC(=O)N2CCC3(CC2)OCCO3)cc1OC,-5,1,100,2,-7,6,-5,-0.3,-1,-0.2
OC12Oc3ccccc3C=C1N1CCC2CC1 (centres undefined),3,3,102,5,13,4,-5,0.1,-9,-0.2
CN(N)N=Nc1nc2c([nH]1)c(=O)n(C)c(=O)n2C,2,0,103,-1,19,0,-2,-0.2,16,-0.8
O=C(Cn1nc(-c2ccccc2)ccc1=O)N1CCC2(CC1)OCCO2,-3,0,98,-1,15,0,-4,0.3,-1,-1.3
CC(C)N1CCN(Cc2cccc3c2OCO3)CC1CCO (centres undefined),-4,6,95,-1,-7,7,-14,-0.3,7,-3.4
O=C(O)C12C3CCCC1C32c1ccccc1 (centres undefined),5,-3,101,2,3,4,-7,0.0,-14,-1.8
C=CCN1C(=O)C2(C(C(=O)OCC)=C(N)Oc3ccccc32)c2c1c1ccccc1oc2=O (centres undefined),6,4,91,2,-8,5,-6,0.3,-3,1.7
CCC(=O)c1cc(F)c(N2CCN(CC)CC2)cc1C,0,-5,98,0,-1,15,-4,-0.2,20,-2.0
C=CCn1c(O)c(/C(CC)=N/NC(=S)Nc2ccccc2)c(=O)[nH]c1=O,-2,8,105,0,18,-4,-17,-0.1,-13,-0.2
COC(=O)C1=C(c2ccc(C(C)=O)cc2)C[C@@H]2CC[C@H]1N2C(=O)N1CCOCC1,0,3,97,1,1,5,-3,-0.2,0,-0.4
CCOC(=O)Cn1cc(C(=O)c2ccccc2)c2ccccc21,0,-1,95,0,18,5,1,0.1,-2,-1.0
CCOC(=O)c1c(N)n(CCCOC(=O)c2ccco2)c2nc3ccccc3nc12,-9,-5,96,-11,2,-33,-6,14*,-9,-0.9
O=c1c2ccccc2nc(CN2CCCCCC2)n1-c1ccc(F)cc1,0,-1,99,1,18,15,-12,-0.1,4,-0.7
CC1CN=C(NCCc2ccccc2)S1 (centres undefined),-2,-1,98,-1,9,5,-2,0.0,-9,-3.1
COC(=O)C1=C(c2ccc(-c3ccccc3)c(F)c2)C[C@@H]2CC[C@H]1N2C(=O)N1CCCC1,4,-9,102,-7,-1,-22,-6,1.1,-5,-0.3
CCOc1ccc(C2CC(c3c(O)n(C)c(=O)n(C)c3=O)=NN2)cc1 (centres undefined),-2,-7,103,1,-1,-12,-6,-0.1,11,0.4
CCOC(=O)c1c(N)n(Cc2ccco2)c2nc3ccccc3nc12,0,1,101,9,2,33,-5,1.5,-12,-0.5
CC12CN3CC(c4ccccc4)(CN(C1)C31CCCCC1)C2=O,-8,16*,103,-2,12,5,-5,0.0,6,0.6
COc1ccc(-n2c(O)c(C(C)=NCCCn3ccnc3)c(=O)[nH]c2=O)cc1,-12,0,103,-6,-1,2,-4,0.4,3,1.1
C=CCn1c(O)c(C=NCCN(C)C)c(=O)[nH]c1=O,-5,-1,112,2,0,-1,-5,-0.6,-28,2.9
CCOC(=O)[C@]12Cc3ccccc3[C@H]1N(CCC(=O)OC)C(=O)c1ccccc12,nt,-2,103,nt,nt,nt,-8,0.1,nt,nt
COC(=O)C1=C(c2cccc(C#N)c2)C[C@@H]2CC[C@H]1N2C(=O)NCCc1ccccc1,-7,8,97,2,6,-3,-8,0.2,-6,-0.5
O=c1cc(C(F)(F)F)c2cc3c4c(c2o1)CCCN4CCC3,-5,0,168,1,-11,-5,nt,0.4,5,-1.2
OCCN1C2CCC1CC(O)(c1ccc(F)cc1)C2 (centres undefined),-2,8,97,0,2,-4,-5,0.1,-9,0.9
CCOC(=O)[C@]12Cc3c(cc(OC)c(OC)c3OC)[C@H]1N(C)C(=O)c1ccccc12,nt,-2,96,nt,nt,nt,-10,-0.2,nt,nt
O=C1Nc2ccc(Br)cc2C(c2ccc(Cl)cc2)=NC1O (centres undefined),-11,3,95,1,-2,2,-2,0.0,-14,2.2
CC12CCC(=O)C=C1CCC1C2CCC2(C)C(O)(C(=O)CO)CCC12O (centres undefined),1,3,96,3,2,4,-11,-0.1,?,-2.1
O=C(Nc1ccc(C(F)(F)F)cc1)OC1CN2CCC1CC2 (centres undefined),1,-1,101,-6,2,10,-3,0.0,-2,3.5
COc1ccc(C(c2nnnn2Cc2ccccc2)N2CCC(n3c(=O)[nH]c4ccccc43)CC2)cc1 (centres undefined),nt,7,97,-9,nt,40,-5,-0.4,14,nt
CC1(C)CC2(CCO1)NCCN1C(=O)CSC12 (centres undefined),-3,4,107,0,-4,10,0,0.2,6,0.0
CC(C)c1ccc(N=Nc2c(O)[nH]c(=O)[nH]c2=O)cc1,-4,2,100,0,-2,0,-26,-0.2,nt,-0.8
Cc1ccccc1-c1ccc2c(c1)C1c3c(-c4ccccc4)nnn3-c3ccccc3C(=O)N1CC2 (centres undefined),nt,0,93,-7,nt,8,-6,-0.1,-4,nt
Cc1ccc2c(c1)CC1(CN2C)C(=O)NC(=O)N(c2cc(C)ccc2C)C1=O (centres undefined),-2,1,98,-2,6,5,nt,-0.2,-5,0.2
COc1ccc2c(c1)c(C(=O)O)c(C)n2C(C)C,21,-3,97,1,-5,-3,-7,2.7,3,-1.1
COC(=O)C1=C(c2cc3ccccc3s2)C[C@@H]2CC[C@H]1N2C(=O)NCCS(C)=O (some centres undefined),3,-6,98,1,7,4,-11,-0.2,-2,-2.6
CNC(=O)Oc1c(C)[nH]ccc1=O,-6,3,97,1,-4,-2,-5,0.0,6,1.0
O=C(N/N=C/c1c(O)n(CCc2ccc(F)cc2)c(=O)[nH]c1=O)c1ccccc1,-1,-3,106,0,2,22,-4,-0.2,-4,1.7
CCOC(=O)CNC(=O)N1Cc2ccc(Br)cc2-n2nncc2C1,nt,-2,101,1,nt,2,-7,0.1,2,nt
O=C(O)COc1ccccc1,nt,0,98,1,-4,1,nt,0.0,3,-0.8
COc1ccc2[nH]cc(C(=O)CN(C)C)c2c1,nt,-3,96,2,24,3,nt,0.0,-4,0.2
COC(=O)[C@@H]1[C@@H](C(=O)OC)C2(c3ccccc3-c3ccccc32)N(c2ccc(Cl)cc2)N1C#N,-1,-1,87,4,5,-13,nt,-0.8,-4,-1.4
